EPAC1 antag: qHTS for Antagonist of cAMP-regulated guanine nucleotide exchange factor 3 (EPAC1): primary screen | Rap guanine nucleotide exchange factor 3 (Homo sapiens), O95398 | EPAC1 GEF assay, Rap1b-BODIPY-GDP exchange fluorescence | Potency, µM (top dose mostly 115 µM), for the others: top-dose activity change, negative = inhibition, usual class: inhibitors | 360,000 tested, 0.14% active | AID 720709, 2013;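 note: potency is the fitted concentration of half-maximal effect; plate controls were vehicle for no effect and positive control for full effect; nearly all actives have a fitted effect of over 50% in size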
FUS yeast rescue: qHTS for Suppressors of FUS Proteinopathy: Primary screen using FUS-linked yeast assay; S. cerevisiae FUS-expressing, growth rescue, OD600, 24 h; Potency, µM (titrated, usually from 76.6 µM), for inactives: top-dose growth rescue (activation), hits mostly activators; 390,000 tested, 0.24% active; AID 1347120, 2019;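 note: potency is the fitted concentration of half-maximal effect; plate controls were DMSO vehicle for no effect and reference control for full effect; nearly all actives have a fitted effect of over 55% in size; some results filed as inactive show a strong effect at the top dose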
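Yeast FUS proteinopathy model; galactose-induced FUS (2%), starting OD 0.005. Cpds in dilution series, 24hr, 30C, 99% humidity. Abs 600 nm growth. Pos ctrl CP55940 (top 92uM final); neg ctrl DMSO.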
EPAC1 agonist: qHTS for Agonist of cAMP-regulated guanine nucleotide exchange factor 3 (EPAC1): primary screen; EPAC1 agonist qHTS, biochemical assay; response scale: 100% = response to 6.5 mM cAMP; Potency, µM (doses to about 154 µM), for the others: at the highest dose activation, hits mostly activators; Rap guanine nucleotide exchange factor 3 (Homo sapiens), O95398; 360,000 tested, 0.073% active; AID 720707, 2013; note: potency is the fitted concentration of half-maximal effect; nearly all actives have a fitted effect of over 60% in size
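Compounds were pinned as a concentration titration into mixtures of EPAC1 (100 nM), BODIPY-GDP-loaded Rap1B (250 nM) and GDP (50 uM). After 5 min at room temperature, fluorescence was followed for 30 min; activity was scaled to 6.5 mM cAMP.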
PI5P4Ka inh: qHTS for Inhibitors of phosphatidylinositol 5-phosphate 4-kinase (PI5P4K); Phosphatidylinositol 5-phosphate 4-kinase type-2 alpha (Homo sapiens), P48426; PI5P4Kalpha enzyme, ADP-Glo luminescence, 60 min; stronger effect = lower value; max response, %; 330,000 tested, 1.2% active; active = max response of -50% or lower; inconclusive = between -30% and -50%; inactive = -30% or higher; note: value at the top dose of about 77 µM; % is set by controls: 0 for no effect and ±100 for the full control effect
Target sequence (P48426 whole entry, looked up): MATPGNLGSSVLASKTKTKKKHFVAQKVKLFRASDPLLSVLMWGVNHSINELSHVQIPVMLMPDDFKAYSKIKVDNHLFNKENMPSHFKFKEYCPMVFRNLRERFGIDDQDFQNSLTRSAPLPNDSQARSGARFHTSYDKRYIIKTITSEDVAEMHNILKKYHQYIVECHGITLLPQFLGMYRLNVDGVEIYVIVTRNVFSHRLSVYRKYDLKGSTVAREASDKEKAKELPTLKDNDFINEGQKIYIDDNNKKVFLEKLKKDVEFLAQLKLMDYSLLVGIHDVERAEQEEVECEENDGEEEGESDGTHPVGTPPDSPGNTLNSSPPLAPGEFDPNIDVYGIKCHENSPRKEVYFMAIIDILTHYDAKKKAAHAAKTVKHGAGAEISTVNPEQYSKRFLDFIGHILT
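Quantitative HTS of the MLSMR library against PI5P4Kalpha with substrate. ATP added last at 5 microM final; room temperature, 60 minutes. Remaining ATP depleted, ADP converted and read as luminescence.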
IL2 activator: qHTS of IL-2 Activators; activation, % (series mostly up to about 46 µM); 360,000 tested, 0.065% active; AID 652025, 2013; IL-2 activation reporter assay, cell-based qHTS; stimulated with anti-CD3/CD4/CD28 beads; in transgenic mouse T cells; in the data active = activation above about 50%; inconclusive = mostly about 30% to 49%; note: 0% is about no effect
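Quantitative HTS in unstimulated transgenic mouse T cells, with memory T cells as non-tolerant control and PMA/ionomycin as tolerance-bypass control. Compound pretreatment lasted 60 minutes before 18 h bead stimulation; EGFP/DsRed fluorescence read.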
aSyn yeast inh: qHTS of alpha-syn Inhibitors; Yeast expressing alpha-synuclein, growth rescue, BacTiter-Glo, 24 h; Potency, µM (series often up to 46.1 µM), for inactives: at the highest dose growth rescue (activation), actives largely listed as activators; 370,000 tested, 0.14% active; note: potency is the fitted concentration of half-maximal effect; % of control where 0% means no effect; nearly all actives have a fitted effect of over 65% in size
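Readout is rescue of growth in alpha-synuclein-expressing yeast, so inhibitors of toxicity appear as activators. Growth after 24 hr at 30 deg C in galactose medium is quantified by luminescence.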
Abeta rescue: qHTS for compounds that reverse cellular toxicity of Amyloid beta (A-beta) peptide in yeast: Primary Screen; yeast expressing A-beta42, growth rescue, OD600, 48 h; response scale: 0% DMSO, 100% iron-clioquinol control; Potency, µM (top dose mostly 46.1 µM), inactives show top-dose growth rescue, usual class: activators; 410,000 tested, 0.063% active; note: potency is the fitted concentration of half-maximal effect; nearly all actives have a fitted effect of over 55% in size
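Yeast A-beta toxicity model in growth medium with pinned compounds, 48 h at 30 C; growth read as absorbance at 600 nm. Normalized to FeCl3/clioquinol equimolar mix (positive) and DMSO (negative).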
WRN inhibitor: qHTS for Inhibitors of WRN Helicase; Potency, µM (titrated, usually from 114 µM), for inactives: at the top dose activity change, negative = inhibition, actives largely listed as inhibitors; WRN helicase unwinding, fluorescent forked duplex, kinetic; Bifunctional 3'-5' exonuclease/ATP-dependent helicase WRN (Homo sapiens), Q14191; 360,000 tested, 0.46% active; AID 651768, 2012; note: potency is the fitted concentration of half-maximal effect; % is set by controls: 0 for no effect and ±100 for the full control effect; nearly all actives have a fitted effect of over 55% in size
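Primary qHTS, 1536-well format. 20 nM WRN + compound, 15 min RT; start with 100 nM forked fluorophore/quencher duplex, 2 mM ATP (final); kinetic read ex 525/em 598 nm.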
PLK1 PBD block: qHTS for Inhibitors of PLK1-PDB (polo-like kinase 1 - polo-box domain): Primary Screen; Plk1 PBD binding of FITC phosphopeptide, fluorescence polarization; Potency, µM, without a hit: max response, negative = inhibition, usual class: inhibitors; 360,000 tested, 2.8% active; AID 720504, 2013; note: potency is the fitted concentration of half-maximal effect; series mostly up to about 57 µM; % is set by controls: 0 for no effect and ±100 for the full control effect; nearly all actives have a fitted effect of over 65% in size
Target sequence (P53350 whole entry, looked up, the tested form may be a part): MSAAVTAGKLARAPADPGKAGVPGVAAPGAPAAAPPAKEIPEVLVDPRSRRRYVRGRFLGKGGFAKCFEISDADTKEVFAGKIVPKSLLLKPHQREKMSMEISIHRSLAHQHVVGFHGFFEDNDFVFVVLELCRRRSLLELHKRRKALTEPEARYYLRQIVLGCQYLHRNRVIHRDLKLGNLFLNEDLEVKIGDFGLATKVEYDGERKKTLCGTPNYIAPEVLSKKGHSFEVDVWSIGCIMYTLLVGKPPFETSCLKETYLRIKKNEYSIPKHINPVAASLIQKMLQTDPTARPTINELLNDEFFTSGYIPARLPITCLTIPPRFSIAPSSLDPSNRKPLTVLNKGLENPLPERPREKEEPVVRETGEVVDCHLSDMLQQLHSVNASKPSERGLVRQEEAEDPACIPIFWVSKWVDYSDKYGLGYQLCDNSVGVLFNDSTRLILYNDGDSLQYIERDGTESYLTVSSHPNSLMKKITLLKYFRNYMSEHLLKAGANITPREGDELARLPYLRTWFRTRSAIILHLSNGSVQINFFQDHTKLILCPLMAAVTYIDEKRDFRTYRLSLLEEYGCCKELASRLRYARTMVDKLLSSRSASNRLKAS
* marks the source's active call; other numbers are inactive results; ? = inconclusive; . = not tested or not shown; & = joins results of further samples; [ ] = remark or other dose. Unless noted, calls come from the whole dose curve; as a rule, active = well fitted curve in the direction sought with a large enough effect; inconclusive = small, poorly fitted or top-dose-only effect, or another doubt; inactive = no such curve, though single readings can be large; an effect the other way counts as inactive or inconclusive.

Every second line gives: IL2 activator	aSyn yeast inh	EPAC1 antag	EPAC1 agonist	FUS yeast rescue	PLK1 PBD block	PI5P4Ka inh	WRN inhibitor	Abeta rescue
- Cc1cc(C(=O)COC(=O)c2ccc[nH]c2=O)c(C)n1-c1ccc(F)cc1
    1.0	-22.8%	5.6%	-3.1%	.	0.6%	-6.1	4.4%	-52.4%[inhibitor]
- CCS(=O)(=O)N1CCCC(C(=O)NCCN(C)Cc2ccccc2)C1 (stereo not drawn)
    0.1	4.9%	3.4%	-3.7%	-0.8%	0.5%	-1.8	3.1%	9.0%
- CCCCC(=O)NC(=S)NNC(=O)c1ccc(OC)cc1
    3.0	6.31µM*	13.1%	-2.0%	1.6%	-1.8%	?	7.2%	?
- CCn1c(SCC(=O)OC)nc2sc3c(c2c1=O)CC(C)(C)OC3
    0.7	-0.8%	?	6.5%	10.6%	-10.9%	0.9	-4.9%	-14.8%
- COc1ccccc1CN(C)C(=O)COC(=O)c1cc(C)oc1C
    0.8	4.5%	-10.8%	8.3%	0.6%	-1.4%	-1.4	-1.6%	1.7%
- c1cc(CNCCNCc2ccncc2)ccn1
    -0.2	-4.8%	1.4%	1.1%	-11.5%	-6.6%	5.3	3.2%	-2.2%
- COCCCNc1nc2cc(OC)c(OC)cc2c2nc(-c3ccccc3)nn12
    -2.2	8.1%	10.2%	-8.0%	0.5%&9.9%	-1.6%	4.4	-3.6%[57.1 µM]	3.8%&-12.2%
- COc1ccc(C(CNC(=O)c2cccc(S(=O)(=O)NCc3ccccc3)c2)N(C)C)cc1 (stereo not drawn)
    -1.5	2.8%	3.1%	1.6%	3.9%	-2.6%	8.9	-3.5%	12.0%
- COc1ccc(S(=O)(=O)N2CCC(C(=O)N[C@H](C(=O)N3CCCCCC3)C(C)C)CC2)cc1
    -1.3	4.2%	-1.8%	2.0%	4.5%	-1.8%	3.9	3.5%	4.7%
- COc1cc(OC)cc(C(=O)NCC(=O)NCC(c2ccco2)N2CCCCC2)c1 (stereo not drawn)
    0.8	-4.2%	-9.4%	13.1%	.	-8.5%	-5.7	9.7%	1.1%
- CCOC(=O)c1sc(=S)n(-c2ccccc2Cl)c1SC
    -1.4	17.7%	-8.9%	14.2%	59.1%	-24.9%	.	-10.5%	-24.1%
- CC(C)NC(=O)Cn1c(SCC(=O)N2CCCc3ccccc32)nc2ccccc21
    -0.1	2.0%	-4.1%	-6.8%	24.2%	-2.0%	.	-3.3%	0.5%
- COc1ccc(N2CCN(C(CNC(=O)C(C)C)c3ccc4c(c3)OCO4)CC2)cc1 (stereo not drawn)
    0.4	-6.3%	-10.0%	2.6%	1.7%	-9.1%	0.2	1.0%	.
- CCn1c(=O)c2c(cnn2C)c2ccccc21
    -1.7	0.8%	7.7%	-0.2%	10.6%	0.2%	-1.3	15.8%	-15.0%
- CCSc1nnc(NC(=O)CSC2=NN3CCCC(=O)N=C3S2)s1
    2.1	-1.2%	-1.2%	6.7%	-7.4%	-0.3%	-4.7	-2.9%	-0.9%
- O=C(NC(=S)NCCCN1CCOCC1)c1ccc(Br)cc1
    1.0	1.4%	13.8%	11.7%	-2.7%	-11.8%	7.2	-1.5%	-11.9%
- Cc1ccc(NC(=O)c2cnccn2)c(OC(F)F)c1
    0.4	2.1%	-14.0%	0.0%	6.2%	0.4%	.	-7.5%	-6.2%
- COc1ccccc1C(=O)N1CC2(C)CC1CC(C)(C)C2 (stereo not drawn)
    -4.1	-2.8%	6.6%	-5.6%	-24.4%	2.6%	-9.4	1.1%	7.8%[9.22 µM]
- CSc1ccccc1-c1nnc(-c2ccccc2)o1
    -2.8	-0.9%	-23.6%	10.0%	-14.9%	-15.3%	2.8	-5.2%	-7.4%
- O=S(=O)(c1ccccc1C(F)(F)F)N1CCN(CC(O)COc2ccccc2F)CC1 (stereo not drawn)
    -2.8	-3.5%	-7.6%	-3.2%	-1.4%	-1.2%	4.6	-1.2%	1.4%
- COc1ccc(CNC(=O)c2csc(Cc3ccc(Cl)cc3)n2)cc1
    -6.3	10.8%	-7.8%	18.5%	.	-13.7%	-0.2	-23.5%	-8.5%
- CC(C)(C)c1ccc(OCCCC(=O)NC2=NCCS2)cc1
    -0.1	-19.5%	-9.1%	-10.4%	28.3%	-14.9%	2.0	1.5%	-37.4%[inhibitor]
- COc1ccc2ccccc2c1/C=N\n1c(C)cc(C)c(C(N)=O)c1=O
    -0.6	-5.1%	3.6%	1.7%	-12.7%	-11.6%	.	-2.0%	-10.6%
- Fc1ccc(-[n+]2nc(Nc3ccccc3)sc2-c2ccc(OCc3ccccc3)cc2)cc1
    -0.6	0.9%	-0.3%	-4.5%	24.2%	-9.2%	-15.0	-1.9%	-9.3%
- COc1ccc(N(CC(=O)Nc2c(C)n(C)n(-c3ccccc3)c2=O)S(=O)(=O)c2ccc(C)cc2)cc1OC
    0.7	-2.6%	-10.7%	4.4%	20.1%	-14.4%	-8.6	9.8%	0.9%
- Cn1nc(C(=O)NCc2cccnc2)c2ccccc2c1=O
    1.0	-10.1%	9.8%	0.4%	1.6%	2.9%	.	2.8%	18.8%
- Nc1cc(N)nc(SCC(=O)Nc2ccccc2)n1
    -0.5	7.3%	8.5%	0.4%	13.5%	-1.7%	1.8	3.2%	9.9%
- COc1ccc(NC(=O)CSc2nnc(CNC(=O)COc3ccc(Cl)cc3)o2)cc1
    -2.0	4.1%	3.2%	-11.3%	-33.0%	-2.0%	-2.5	3.2%	4.7%
- CCSc1nc(C)cc(C)c1S(=O)(=O)c1ccccc1C
    1.9	-12.2%	-6.0%	7.1%	6.7%	-0.4%	1.9	-2.7%	-7.6%
- O=C(CNc1cccc(S(=O)(=O)N2CCCC2)c1)Nc1ccc(C(F)(F)F)cc1
    -6.0	-6.2%	-4.5%	9.0%	6.6%	-2.7%	-4.1	0.5%	10.3%
- Fc1ccc(Nc2nc(-c3ccncc3)nc3ccccc23)cc1
    -0.3	17.7%	5.1%	5.7%	.	-10.1%	-0.9	3.0%	-5.7%
- CC1(C)c2ccccc2N2CC(=O)N(CC(N)=O)C21C (stereo not drawn)
    -1.9	-0.7%	4.6%	17.5%	13.7%	9.6%	.	56.2µM*	-3.2%
- Cc1cc(C)c(NC(=O)COc2nncc3ccccc23)c(C)c1
    -2.0	-0.2%	-10.9%	1.5%	-29.1%	-12.5%	5.0	-4.1%	4.3%
- CCOC(=O)c1ccc(S(=O)(=O)N2CCN(CC(=O)NC(=O)NC3CCCCC3)CC2)cc1
    -2.7	7.2%	-1.1%	2.0%	15.0%	3.0%	14.2	-4.4%	?
- Fc1ccccc1CNc1nc(NCC2CC2)nc2ccsc12
    -0.6	-4.5%	3.1%	-5.6%	14.9%	-0.4%	-15.6	-11.4%	-21.2%
- CCCc1cc2c(cc1NC(=O)c1ccccc1Cl)OCO2
    0.4	10.1%	-7.8%	-2.2%	12.5%	-9.4%	1.5	13.0%	-3.1%
- O=C(COC(=O)c1ccc(O)cc1O)NC12CC3CC(CC(C3)C1)C2
    0.0	5.5%	5.1%	-4.1%	2.9%	1.2%	-5.1	-0.8%	3.0%
- Cc1ccc(-n2c(SCC(N)=O)nnc2-c2ccc(S(=O)(=O)N3CCCCC3)cc2)c(C)c1
    -2.3	-1.9%	-21.0%	9.4%	37.4%	-9.0%	.	-4.5%	8.3%
- O=C(CSc1ccccn1)N1CCNC1=O
    -0.4	3.7%	-1.1%	-5.1%	-7.7%	1.2%	3.1	2.0%	4.2%
- O=C(c1ccco1)N1CCn2c1nc1ccccc12
    0.8	-4.6%	5.5%	2.4%	-8.0%	-5.9%	-5.4	-7.0%	16.2%
- O=[N+]([O-])c1ccc(-c2ccc(C=Nc3cccc4ccccc34)o2)cc1
    -4.0	-9.0%	7.0%	4.4%	-14.2%	-12.1%	.	-7.1%[57.1 µM]	-14.3%
- O=C(NCC(c1cccnc1)N1CCN(c2ccc(F)cc2)CC1)c1ccc2c(c1)OCO2 (stereo not drawn)
    -0.2	1.2%	-3.6%	-2.3%	30.5%	-1.5%	-8.5	4.9%	-6.5%
- C=C1CCC2C(C)(C)[C@H](O)CC[C@@]2(C)[C@@H]1COc1cc(=O)oc2ccccc12 (stereo partly drawn)
    -0.9	-25.3%	-16.1%	-14.0%	35.5µM*	-15.7%	2.1	-9.8%	-10.0%
- Cc1ccc(S(=O)(=O)N2CCN(CC(O)c3ccccc3)CC2)cc1C (stereo not drawn)
    -1.7	-0.6%	-13.1%	5.5%	-19.5%	-3.0%	0.7	-4.8%	-1.6%
- CCCCn1c(N)c(N(CC(C)C)C(=O)c2ccc(OC)c(S(=O)(=O)N3CCOCC3)c2)c(=O)[nH]c1=O
    0.8	2.3%	4.5%	-2.8%	.	-1.9%	-5.3	6.8%	6.2%
- CCCP(=O)(CC(=O)N(CC)CC)c1ccccc1 (stereo not drawn)
    -0.3	4.6%	8.5%	3.4%	-11.7%	-6.9%	6.0	1.4%	-5.1%
- CC1CCCCN1C(=O)CCc1nnc(Cc2c[nH]c3ccccc23)o1 (stereo not drawn)
    -0.2	-1.0%	-15.0%	1.5%	2.1%	-2.5%	4.1	-2.6%	8.1%

Screens as filed in PubChem.
